# Assay outcomes (PubChem)
# NPSR antag = antagonists of human neuropeptide S receptor cAMP signaling; Q6W5P4; CHO-NPSR cells, cAMP TR-FRET, antagonist mode; Potency, µM (series often up to 38.3 µM), for inactives: top-dose activity change, negative = inhibition, hits mostly inhibitors; 220,000 compounds, 1% hits; AID 1461; further: potency means the concentration at half of the fitted maximal effect; on the % scale 0 is the no-effect control and ±100 the full control effect; nearly all actives have a fitted effect of over 50% in size; many of its hits are not listed in these tables
# CBFb RUNX1 block = inhibitors of human CBF-beta and RUNX1 interaction. Potency, µM (series often up to 59.8 µM), inactives show at the top dose activity, negative = inhibition, most hits filed as inhibitors. AlphaScreen CBFb-His/RUNX1-biotin binding, biochemical. AID 1477. 230,000 tested, under 10 active; further: % of control where 0% means no effect
#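 Bead-based AlphaScreen assay; binding partners His-tagged CBF-beta and biotinylated RUNX1 at 30 nM each. Compound exposure 15 min after a 20-min protein preincubation; bead step 90 min; all steps at room temperature.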
# TRb-SRC2 inh = inhibitors of human thyroid hormone receptor beta-SRC2 interaction. P10828. TRbeta-SRC2 peptide binding, fluorescence polarization; receptor liganded with 1 µM T3. Potency, µM (titrated, usually from 106 µM), for the others: at the highest dose activity change, negative = inhibition, most hits filed as inhibitors. 280,000 compounds, 0.065% hits;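 further: potency means the concentration at half of the fitted maximal effect; plate controls were bound peptide for no effect and peptide without receptor for full effect; nearly all actives have a fitted effect of over 50% in size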
# Target sequence (P10828 whole entry, looked up): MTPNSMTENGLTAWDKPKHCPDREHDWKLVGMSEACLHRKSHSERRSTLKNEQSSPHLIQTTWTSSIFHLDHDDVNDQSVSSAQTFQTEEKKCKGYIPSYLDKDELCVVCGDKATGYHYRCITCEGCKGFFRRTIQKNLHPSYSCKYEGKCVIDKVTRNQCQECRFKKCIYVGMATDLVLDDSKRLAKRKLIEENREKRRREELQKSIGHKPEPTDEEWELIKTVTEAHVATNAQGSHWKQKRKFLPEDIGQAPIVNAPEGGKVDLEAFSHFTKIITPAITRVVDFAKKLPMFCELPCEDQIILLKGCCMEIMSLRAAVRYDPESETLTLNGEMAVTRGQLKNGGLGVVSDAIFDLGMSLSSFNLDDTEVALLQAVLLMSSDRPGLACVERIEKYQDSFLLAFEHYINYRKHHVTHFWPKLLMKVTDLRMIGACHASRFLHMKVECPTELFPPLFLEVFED
#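 Polarization signal, normalized between peptide-alone and full complex controls, measured compound effects on T3-liganded human TRb LBD (0.6 uM) binding 20 nM Texas Red SRC2 peptide after 5 hr.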
# Tau fibril FP = inhibitors of human tau fibril formation; P10636; K18 P301L tau heparin fibrillization, Alexa594 FP, 6 h; Potency, µM (series often up to 57.7 µM), inactives show top-dose activity, negative = inhibition, usual class: inhibitors; 280,000 compounds, 0.39% hits; AID 1468; further: potency means the concentration at half of the fitted maximal effect; on the % scale 0 is the no-effect control and ±100 the full control effect; nearly all actives have a fitted effect of over 55% in size
# Target sequence (P10636 561-689 P618L limits assumed): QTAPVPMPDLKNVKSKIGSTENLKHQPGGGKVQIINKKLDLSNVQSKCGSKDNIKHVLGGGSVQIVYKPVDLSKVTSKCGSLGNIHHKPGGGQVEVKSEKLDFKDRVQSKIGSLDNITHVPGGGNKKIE
#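 Human tau K18 […] P301L fragment, 15 uM unlabeled plus 0.24 uM Alexa 594-labeled tau (final), with compound and 20 uM heparin in 100 mM sodium acetate pH 7; 6 hr at 37 C, then Alexa 594 FP read.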
# Tau fluor counter = counter-screen for tau fibril formation inhibitors. tau K18 P301L Alexa594 fluorescence, heparin fibrillization. AID 1463. Potency, µM (titrated, usually from 57.7 µM), without a hit: at the top dose activity change, negative = decrease. 280,000 compounds, 0.93% hits; further: potency means the concentration at half of the fitted maximal effect; on the % scale 0 is the no-effect control and ±100 the full control effect; nearly all actives have a fitted effect of over 55% in size
#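 Human tau K18 P301L (15 uM unlabeled, 0.24 uM Alexa 594-labeled) in 100 mM sodium acetate pH 7 with 20 uM heparin, 6 hr at 37 C. ThT 30 uM added, 1 hr ambient; Alexa 594 FP and total fluorescence read at 555/632 nm.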
# GLA spleen mod = inhibits or activates alpha-galactosidase in human spleen homogenate; P06280; human spleen homogenate, 4MU-alpha-Gal fluorescence, 40 min; Potency, µM (titrated, usually from 80 µM), inactives show at the top dose activity change, negative = inhibition, most hits filed as inhibitors; 240,000 compounds, 0.008% hits; AID 2107;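 further: potency means the concentration at half of the fitted maximal effect; 0% = enzyme with vehicle and -100% = no enzyme basal signal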
# Target sequence (P06280 32-429 limits assumed): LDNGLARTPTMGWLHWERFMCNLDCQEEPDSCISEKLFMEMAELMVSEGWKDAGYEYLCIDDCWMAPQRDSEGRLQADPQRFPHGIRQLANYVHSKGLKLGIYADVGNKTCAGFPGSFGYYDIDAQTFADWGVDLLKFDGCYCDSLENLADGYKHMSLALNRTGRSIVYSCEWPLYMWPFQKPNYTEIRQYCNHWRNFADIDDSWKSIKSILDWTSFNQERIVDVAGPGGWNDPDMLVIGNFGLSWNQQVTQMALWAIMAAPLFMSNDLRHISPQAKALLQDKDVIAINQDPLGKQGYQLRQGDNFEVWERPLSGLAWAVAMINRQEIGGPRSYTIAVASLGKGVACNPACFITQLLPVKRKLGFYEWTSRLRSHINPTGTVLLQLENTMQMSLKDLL
#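 Human spleen homogenate (1 ug) as enzyme source, 4-methylumbelliferyl-alpha-D-galactopyranoside 1 mM final, citrate/phosphate pH 5.0 with 0.01% Tween-20. Compounds 40 min at 37C, NaOH/glycine stop; fluorescence Ex 365/Em 440, Hill-fit AC50.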
# Epigenetic reg = derepresses silenced GFP reporter in murine cells; murine LDR cells, GFP reporter derepression, 30 h; Potency, µM (doses to about 53.9 µM), for inactives: at the top dose GFP activation, hits mostly activators; 280,000 compounds, 0.2% hits; AID 1865; further: potency means the concentration at half of the fitted maximal effect; % of control where 0% means no effect; nearly all actives have a fitted effect of over 60% in size
#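 In this reporter-derepression format, murine cells bearing a silenced integrated CMV-GFP locus incubate with test compound (30 h, 37 C), then are washed and imaged; fluorescent objects of 20–120 um count as induced cells.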
# TexasRed fluor = Texas Red fluorescence interference in TRb-SRC2 counter-screen. TRb/SRC2 Texas Red total fluorescence interference. 280,000 compounds, 0.29% hits. AID 1479. Potency, µM (series often up to 106 µM), inactives show top-dose fluorescence change, negative = quenching; active means well fitted curve in either direction with a large enough effect; inconclusive means small, poorly fitted or top-dose-only effect; further: potency means the concentration at half of the fitted maximal effect; on the % scale 0 is the no-effect control and ±100 the full control effect
#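 Human TRb ligand-binding domain at 0.6 uM with 20 nM Texas Red SRC2 peptide in Tris buffer containing 1 uM T3 and 5% DMSO, incubated with compound 5 h at ambient temperature. Total fluorescence (555/632 nm) calculated as parallel + 2 × perpendicular.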
# * = called active by the depositor; u = inconclusive; x = no result given; [ ] = remark or other dose. Unless noted, the call rests on the fitted dose curve; in most records, active means well fitted curve in the direction sought with a large enough effect; inconclusive means small, poorly fitted or top-dose-only effect, or another doubt; inactive means no such curve, though single readings can be large; an effect the other way counts as inactive or inconclusive. An excerpt; rates above refer to the full screens.
SMILES,NPSR antag,CBFb RUNX1 block,TRb-SRC2 inh,Tau fibril FP,Tau fluor counter,GLA spleen mod,Epigenetic reg,TexasRed fluor
COC(=O)[C@H](CCSC)NC(=O)Nc1ccc(OC)cc1OC,1.5%[46.1 µM],8.2%,-12.5%,5.6%,-3.2%,3.5%,0.0%,-3.0%
Cn1c(=O)c2c(nc(NCc3ccccc3)n2Cc2ccc(F)cc2)n(C)c1=O,-21.8%[46.1 µM],-6.6%,4.3%,10.5%,u,0.8%,0.0%,-9.3%
Cc1c(C(=O)NCc2ccccn2)sc2nc(-c3ccc(F)cc3)cn12,-5.5%[46.1 µM],3.9%,-15.5%,-2.8%,-7.6%,0.4%,0.9%,-2.2%
Cc1nn(C(C)(C)C)c(OC(=O)c2ccc(Br)o2)c1Sc1ccccc1,-22.2%[46.1 µM],1.2%,-10.9%,u,-10.6%,-4.3%,-2.7%,-1.3%
N#Cc1ccc(/C=N/N=C(N)N)cc1,-14.2%[46.1 µM],4.6%,-3.0%,2.6%,-6.0%,-10.1%,2.9%,1.9%
C/C(=N\NC(=O)Cn1nc(C)c([N+](=O)[O-])c1C)c1ccc(Cl)s1,-14.1%,5.1%,11.1%,u,-10.8%,-7.9%,3.3%,-0.6%
CN1CCN(NC(=S)NC2CCCC2)CC1,10.1%,7.6%,-5.2%,-8.6%,-3.3%,6.8%,-3.1%,-0.2%
CCN(CC)c1nc(-c2ccccc2)cc(C(F)(F)F)c1C#N,10.4%[46.1 µM],10.0%,0.6%,6.8%,-4.8%,-9.6%,-0.9%,0.2%
CCCc1nc2sc3c(c2c(=O)n1NC(=O)CCC(=O)OC)CCCC3,-5.5%,13.2%,10.6%,2.6%,-1.2%,12.6%,-3.1%,-1.9%
CC(/C=N/n1c(-c2ccco2)n[nH]c1=S)=C\c1ccco1,-13.8%,-3.1%,2.8%,2.5%,-24.1%,1.0%,1.0%,-5.1%
CCOC(=O)c1ccc(NC(=O)Nc2ccc3c4c(cccc24)C(=O)N3CC)cc1,-11.9%[46.1 µM],0.4%,-9.2%,-13.1%,3.16µM*[quencher],2.4%,u,1.4%
CC1CCCCN1C(=O)c1ccc(C(=O)N2CCCCC2C)cc1 (stereo not given),-22.7%[46.1 µM],-0.9%,-15.0%,0.7%,-0.7%,-12.8%,1.4%,1.1%
Cc1ccc(CN2CCN(/N=C/c3ccc(C)s3)CC2)cc1,4.9%,-18.1%,-0.6%,10.5%,-16.2%,7.1%,0.0%,-5.1%
Cc1cc(C)c(O)c(-c2cc(C(=O)NCc3ccccc3)[nH]n2)c1,u,-1.9%,-1.4%,-8.7%,u,-4.9%,0.7%,-4.1%
COC(=O)/C=C1\SC(=NC(=O)c2ccc(C)cc2)NC1=O,-32.8%,-4.8%,10.5%,1.7%,-3.2%,-2.0%,-5.3%,-0.8%
COC(=O)CCC(=O)OC1(C)C(=O)C2=CN(Cc3ccc(OC)cc3)C(c3ccc(OC)cc3)=CC2=C(Br)C1=O (stereo not given),x,-2.5%[13.1 µM],0.4%[11.2 µM],4.9%[11.6 µM],-16.7%[11.6 µM],-1.2%[17.5 µM],x,-3.1%[11.2 µM]
COC(=O)c1ccc(C(NC(=O)OCc2ccccc2)/C(C)=C/[C@@H](C)C(=O)NCc2ccc(-c3ccccc3)cc2)cc1 (stereo not given in full),-10.3%,2.3%[2.36 µM],-6.8%,0.0%,-15.6%,2.2%,3.1%,-1.0%
CCC1=Nc2cc(C(=O)NCc3ccc(C)cc3)ccc2Sc2ccc(C)cc21,x,x,-2.9%,-11.5%,-18.1%,x,0.0%,-3.4%
COc1ccc(CC(=O)Nc2nnc(C(C)C)s2)cc1OC,-8.5%,9.3%,-5.4%,2.5%[2.34 µM],8.4%[2.34 µM],0.9%,1.1%,2.2%
CCC(C(=O)Nc1cc(OC)ccc1OC)n1nc(-c2ccccc2)c2c(c1=O)CCCC2 (stereo not given),x,x,-0.1%,3.5%,u,x,-5.1%,-2.3%
C=CCn1c(SCC(=O)Nc2c(C)nn(Cc3ccccc3)c2C)nnc1C(O)c1ccccc1 (stereo not given),-7.2%[46.1 µM],4.5%,5.1%,-2.0%,-4.3%,1.5%,-0.9%,-1.0%
Cc1nn(CCCNC(=O)C2CCCO2)cc1Br (stereo not given),-6.3%[46.1 µM],6.3%,-3.8%,-0.5%,0.2%,1.1%,-1.1%,-1.4%
COc1ccccc1NC(=S)NC(NC(C)=O)C(Cl)(Cl)Cl (stereo not given),12.4%,3.2%,-1.1%,-7.6%,-8.2%,5.4%,0.1%,-3.3%
CCOc1ccc(CCNC(=O)c2ccc3[nH]c(C)c(C)c3c2)cc1,x,x,0.3%,15.7%,25.1µM*[quencher],x,-3.4%,-0.2%
Cc1cc(C)cc(OCC(=O)N(Cc2ccc(N(C)C)cc2)C2CCS(=O)(=O)C2)c1 (stereo not given),-4.4%,u,-9.2%,15.8%,-14.7%,-7.9%,-1.1%,-4.8%
# Additional results
SMILES,NPSR antag,CBFb RUNX1 block,TRb-SRC2 inh,Tau fibril FP,Tau fluor counter,GLA spleen mod,Epigenetic reg,TexasRed fluor
CCOC(=O)Nc1nc(C)c(C(=O)N(C)C)s1,-12.1%[46.1 µM],1.4%,7.9%,-7.5%,-0.8%,-19.0%,-1.1%,0.7%
CCN(CC(=O)NC)S(=O)(=O)c1ccc(Br)cc1,-5.6%[46.1 µM],2.0%,-8.4%,-2.7%,6.3%,-8.4%,0.0%,-0.1%
COC(=O)c1c(NC(=O)CN2CCN(c3ccccc3Cl)CC2)sc(C)c1C,-30.9%,-5.0%,-8.6%,-7.9%,-20.6%,-3.4%,0.0%,0.0%
Cc1ccc(CCNC(=O)c2sc3nc4n(c(=O)c3c2C)CCCC4)cc1,x,x,-7.8%,-6.0%,-16.1%,x,0.0%,u
COc1cc2cc(C)nc(Cc3cccc4ccccc34)c2cc1OC,-17.9%[46.1 µM],-3.7%,11.4%,-11.3%,-18.9%,8.9%,-5.5%,-1.3%
CCOCCCn1c(SCC(=O)Nc2ccc(OC)cc2OC)nc2ccccc2c1=O,x,x,-2.4%,-0.4%,-20.1%,x,0.0%,-3.9%
Cc1ccc(-c2csc(N3CCC(NS(=O)(=O)c4ccc5c(c4)OCCO5)CC3)n2)cc1,u,-11.1%,-0.7%,12.8%,u,-6.7%,-1.1%,-4.2%
O=C(NC(Cc1c[nH]c2ccccc12)C(=O)O)c1ccccc1 (stereo not given),-7.9%[46.1 µM],6.7%,8.4%,-4.2%,0.4%,3.3%,0.0%,-2.6%
Cc1cc(N)n(-c2ccc(C(=O)O)cc2)n1,6.8%,0.4%,-7.9%,6.9%,-1.4%,-0.9%,1.1%,-3.0%
Cc1ncoc1C(=O)N1CCCC(C(=O)c2ccc(C(F)(F)F)cc2)C1 (stereo not given),22.5%,-1.5%,-0.1%,4.6%,6.5%[2.34 µM],-1.0%,2.3%,16.0%
Cc1cccc(-n2nnc(C(=O)NC3CCCc4ccccc43)c2N)c1 (stereo not given),-22.3%[46.1 µM],-3.1%,0.3%,0.1%,-10.1%,-10.2%,1.3%,-2.2%
CCNC(=S)N1CCN(c2ccccc2OCC)CC1,-0.5%,-1.7%,-5.3%,-0.9%,-4.9%,-4.0%,0.9%,0.4%
COc1ccc(C(CCNCc2ccccc2)c2ccc(F)cc2)cc1 (stereo not given),-43.7%,2.0%,2.0%,4.8%,-6.7%,0.2%,1.1%,-6.8%
COc1ccc2c(c1)C(SCC(=O)NCc1ccccc1)CC(C)(C)O2 (stereo not given),-12.7%,-2.9%[2.36 µM],4.2%,-7.9%,-18.9%,5.9%,-0.3%,-2.9%
Cc1csc(NC(=O)c2cc3c(s2)CCC3)n1,6.2%[46.1 µM],3.4%,-3.4%,-8.5%,-6.2%,3.0%,1.0%,-4.4%
COc1ccc(S(=O)(=O)c2ccc(OC)cc2)cc1,-14.9%[46.1 µM],1.5%,-15.1%,-7.8%,-10.7%,0.7%,-2.6%,2.2%
COCCCNC(=O)Cn1ncc2c(=O)oc3ccccc3c21,-17.5%[46.1 µM],4.7%,-2.9%,5.4%,-3.4%,-2.6%,-1.9%,-2.8%
O=C(NCCCN1CCN(CCCNC(=O)c2ccc3c(c2)OCO3)CC1)c1ccc2c(c1)OCO2,-3.2%[46.1 µM],4.9%,-2.7%,3.5%,2.0%,4.8%,6.5%,-0.5%
Cc1ccc(C(=O)CSc2nnc(Cn3nnc4ccccc43)n2C)cc1,-1.2%[46.1 µM],-5.3%,7.0%,-6.7%,-13.7%,4.6%,-1.0%,-0.7%
O=C(CN1CCN(Cc2ccc(Cl)cc2)C1=O)NCc1cccs1,11.6%,3.3%,0.1%,-0.9%,-7.5%,1.8%,0.1%,-2.9%
CCc1ccccc1NC(=O)c1nnn(CC(=O)Nc2ccccc2C)c1N,-0.5%[46.1 µM],-7.4%,7.5%,-6.9%,-4.2%,1.9%,3.8%,2.4%
COc1ccc2c(c1)C(c1ccc([N+](=O)[O-])cc1)=NNC(c1ccco1)=N2,-20.2%[46.1 µM],u,0.6%,12.4%,u,1.0%,-2.9%,-5.8%
CCCCCOC(=O)CSc1nc2c(c(=O)[nH]c(=O)n2C)n1Cc1ccc(Cl)cc1,2.4%,-3.4%,2.1%,5.1%,1.3%,-4.5%,-1.0%,0.0%
COC(=O)CCc1c(C)[nH]c(=S)[nH]c1=O,1.8%[7.67 µM],-1.6%,-15.9%,-4.3%,0.0%,-2.1%,9.8%,-0.3%

# In the list so far, 2 have a COOH group:
SMILES,NPSR antag,CBFb RUNX1 block,TRb-SRC2 inh,Tau fibril FP,Tau fluor counter,GLA spleen mod,Epigenetic reg,TexasRed fluor
O=C(NC(Cc1c[nH]c2ccccc12)C(=O)O)c1ccccc1 (stereo not given),-7.9%[46.1 µM],6.7%,8.4%,-4.2%,0.4%,3.3%,0.0%,-2.6%
Cc1cc(N)n(-c2ccc(C(=O)O)cc2)n1,6.8%,0.4%,-7.9%,6.9%,-1.4%,-0.9%,1.1%,-3.0%
